Screens (PubChem BioAssay)
Bim-Bcl-XL: human Bim-Bcl-XL interaction inhibition; AID 1007; 190,000 compounds, 0.04% hits; Bim peptide-Bcl-XL binding, bead flow cytometry, fluorescence; inhibition, % at 10 µM; Q07817
Target sequence (Q07817 whole entry, looked up): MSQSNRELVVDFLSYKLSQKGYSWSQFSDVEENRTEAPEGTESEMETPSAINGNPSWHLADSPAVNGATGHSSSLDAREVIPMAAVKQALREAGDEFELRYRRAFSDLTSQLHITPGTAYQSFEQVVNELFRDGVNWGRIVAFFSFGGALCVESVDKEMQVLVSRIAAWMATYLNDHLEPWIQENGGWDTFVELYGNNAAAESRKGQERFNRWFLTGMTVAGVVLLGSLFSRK
Bcl-B Bim block: human Bim-Bcl-B interaction inhibition | Q9HD36 | bead-based flow cytometry, Bim peptide-Bcl-B binding | inhibition, % at 10 µM | 190,000 compounds, 0.073% hits | AID 951;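 note: 0% = tracer peptide without compound and 100% = reference inhibitor peptide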
RGS7-Gao reg: regulators of human RGS7-Galphao interaction; P09471; Multiplexed bead flow cytometry, RGS7-Galphao binding; actives lie on both sides; binding response (% of control), % at 10 µM; 220,000 compounds, 0.35% hits; in the data active = binding response below about 49% or above about 150%; inconclusive = no clear call, values can overlap the other calls; inactive = in between;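 note: fluorescent Galphao held in activated GDP-AlF4 state binding bead-coupled RGS7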
Target sequence (P09471 whole entry, looked up): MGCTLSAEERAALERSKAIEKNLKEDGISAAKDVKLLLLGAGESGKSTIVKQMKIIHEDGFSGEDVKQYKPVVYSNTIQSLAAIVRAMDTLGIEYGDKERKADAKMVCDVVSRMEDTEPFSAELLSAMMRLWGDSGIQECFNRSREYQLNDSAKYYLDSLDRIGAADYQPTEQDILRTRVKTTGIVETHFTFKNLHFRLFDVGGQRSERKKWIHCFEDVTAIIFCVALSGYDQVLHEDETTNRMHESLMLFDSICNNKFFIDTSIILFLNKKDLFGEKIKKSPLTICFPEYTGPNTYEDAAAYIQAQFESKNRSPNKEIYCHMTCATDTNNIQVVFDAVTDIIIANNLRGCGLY
Mcl1-Bid inh: Mcl-1/Bid interaction inhibition. TR-FRET Mcl-1/Bid-Dy647 peptide binding, 1536-well. inhibition, % at 21.7 µM. 220,000 compounds, 0.97% hits. AID 1021;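 active = compounds that cut the binding signal by more than half at the single screening dose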;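 note: His-tagged Mcl-1 with europium anti-His antibody binding Bid BH3 peptide; 0% = Mcl-1 plus peptide wells and 100% = peptide-only wells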
RGS4-Gao reg: modulates binding of RGS4 to human Galphao; P09471; Multiplexed bead flow cytometry; actives lie on both sides; binding response (% of control), % at 10 µM; 220,000 compounds, 0.33% hits; AID 1415; in the data active = binding response below about 49% or above about 150%; inactive = in between;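 note: fluorescent Galphao activated with aluminum fluoride binding bead-coupled RGS4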
Bcl-2 Bim block: human Bim-Bcl-2 interaction inhibition; P10415; Bead-based flow cytometry, Bim peptide-Bcl-2 binding; inhibition, % at 10 µM; 190,000 compounds, 0.06% hits; AID 950; in the data active = inhibition above about 40%; inconclusive = no clear call, values can overlap the other calls;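 note: 0% = no compound wells with probe peptide and 100% = reference peptide inhibitor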
Target sequence (P10415 whole entry, looked up): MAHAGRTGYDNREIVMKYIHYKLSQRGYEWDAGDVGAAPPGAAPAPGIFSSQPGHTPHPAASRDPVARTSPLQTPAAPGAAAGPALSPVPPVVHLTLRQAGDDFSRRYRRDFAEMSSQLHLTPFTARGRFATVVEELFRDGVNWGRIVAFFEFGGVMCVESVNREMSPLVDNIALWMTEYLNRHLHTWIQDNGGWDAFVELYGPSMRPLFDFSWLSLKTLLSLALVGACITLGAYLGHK
Bim-Mcl-1: human Bim-Mcl-1 interaction inhibition; Q07820; Bead-based flow cytometry, Bim peptide-Mcl-1 binding; inhibition, % at 10 µM; 190,000 compounds, 0.1% hits;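 note: 0% = no compound tracer wells and 100% = peptide blocker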
Bim-Bcl-W: disrupts Bim peptide binding to human Bcl-W; Q92843; bead-based flow cytometry; inhibition, % at 10 µM; 190,000 compounds, 0.02% hits;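 note: 0% = bound tracer without compound and 100% = peptide blocker; higher means less fluorescent Bim peptide bound to Bcl-W beads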
Target sequence (Q92843 whole entry, looked up): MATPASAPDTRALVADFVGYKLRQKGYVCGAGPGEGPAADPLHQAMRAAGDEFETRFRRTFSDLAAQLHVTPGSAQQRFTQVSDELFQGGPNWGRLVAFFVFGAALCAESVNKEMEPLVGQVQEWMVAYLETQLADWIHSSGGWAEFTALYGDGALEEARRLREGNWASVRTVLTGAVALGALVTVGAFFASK
GSH fluor: GSH bead compound fluorescence profile; GSH beads flow cytometry, compound fluorescence 488/530 nm; hits give high values; fluorescence (KMESF) at 10 µM; 190,000 compounds, 0.25% hits; AID 1776; in the data active = fluorescence above about 89;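 note: glutathione beads carrying GST-tagged Bcl family fusion proteins plus one bare bead set; values are compound well signal with DMSO vehicle wells as background; inactives centre near 16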
RGS8-Gao reg: human RGS8-Galphao interaction regulation. P09471. multiplexed bead flow cytometry, RGS8-Galphao binding; actives lie on both sides. response (percent of control binding), % at 10 µM. 220,000 compounds, 0.34% hits. AID 1423; in the data active = response below about 60% or above about 140%; inactive = in between;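 note: Galphao activated as the GDP aluminium fluoride complex binding bead-coupled RGS8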
Bfl-1 Bim block: human Bim-Bfl-1 interaction inhibition. 190,000 compounds, 0.12% hits. Bead-based flow cytometry, Bim-Bfl-1 binding inhibition. AID 1008. inhibition, % at 10 µM;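 note: 0% = wells without compound plus tracer and 100% = blocker peptide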
* = called active by the depositor; ? = inconclusive; [ ] = dose if it differs, or a comment. Cut-off read from the data, not from the text of the source, unless noted: active = inhibition above about 40%. Not a hit list. About 1.8% of those tested had a hit in this group.

SMILES	Bim-Bcl-XL	Bcl-B Bim block	RGS7-Gao reg	Mcl1-Bid inh	RGS4-Gao reg	Bcl-2 Bim block	Bim-Mcl-1	Bim-Bcl-W	GSH fluor	RGS8-Gao reg	Bfl-1 Bim block
Cc1cc(/C=C2\SC(=S)NC2=O)c(C)[nH]1	-2	1	?	-21	103	0	0	2	18	102	2
O=C(C1=C[C@@H]2[C@H]3C(=O)N(c4cccc(Cl)c4)C(=O)[C@H]3[C@@H](C(=O)c3ccc(Cl)cc3)N2C=C1)c1ccccc1	-6	-10	94	-21	98	-11	-4	-1	10	101	-7
O=[N+]([O-])c1ccccc1CN1CCN(Cc2ccccn2)CC1	0	1	110	59*	110	0	0	-4	20	107	0
CC(C)(C)OC(=O)N1CCC(C(=O)N2CCOCC2)CC1	-5	-6	92	-8	90	-1	2	1	18	95	-11
COc1ccc(CNCCCO)cc1OC	-1	4	103	1	101	8	2	7	20	108	3
COc1ccc(Cl)c(Cn2c(NCc3ccco3)nc3c2c(=O)n(C)c(=O)n3C)c1	2	6	103	-47	100	6	2	0	13	100	3
Cc1cc(NC(=O)CCSc2ccccc2)no1	-4	-4	102	-28	105	-2	-2	-2	15	101	-5
CC(C)c1ccc(NC(=O)C2C3C=CC4(CN(Cc5cccnc5)C(=O)C24)O3)cc1 (configuration not stated)	-1	-3	96	-11	96	1	-2	-2	9	96	-5
CC(=O)NN1C(=O)/C(=C\c2ccc(C)cc2)SC1=S	-2	-4	99	-12	96	-7	0	-3	22	101	-2
Cc1cccc(NC(=O)NCCN2C(=O)C3C4C=CC(C4)C3C2=O)c1 (configuration not stated)	-13	-9	98	-13	100	-9	-5	-6	15	99	-14
C#Cc1cccc(NC(=O)C2CCN(C(C)=O)CC2)c1	-5	-4	99	-10	99	-3	-3	-1	11	98	-8
CC1=Nn2c(nnc2-c2cccs2)SC1	-3	-8	105	4	113	-6	0	1	36	108	-9
NC(=O)c1c(NC(=O)CSc2nnc(-c3ccco3)n2-c2ccccc2)sc2c1CCC2	-3	-4	93	-54	94	0	2	4	19	95	-1
Cc1ccc(OCCN2C(=O)C(=O)c3cccc(C)c32)cc1	-5	-16	103	-10	109	-2	-3	-1	10	103	6
O=C(CSc1nnc(COc2ccc(Cl)cc2)o1)OC1CCCCC1	-6	-10	99	-13	92	-10	-3	0	25	97	-14
COc1cccc(CN2CCN(Cc3ccc(C#CC(C)(C)O)s3)CC2CCO)c1 (configuration not stated)	-4	-3	100	-19	84	-5	-2	-1	14	92	-1
CN1CCN(CC(=O)N(C)c2nc(-c3ccccc3)cs2)CC1	-3	-4	97	-38	101	-6	-4	-8	20	90	0
CCOc1ccc(-c2noc(-c3ccncc3)n2)cc1OCC	0	8	96	-8	98	6	2	11	47	96	3
CCOC(=O)c1sc(=NC(=O)c2ccc(S(=O)(=O)N(C)c3ccccc3)cc2)n(C)c1C	-2	-3	96	-28	98	-3	1	-1	25	98	-3
Cc1ccc(OCC(=O)Nc2ccc(-c3nnc(-c4ccco4)o3)cc2)cc1	0	0	108	12	97	2	1	1	17	103	-1
Cc1ccc(S(=O)(=O)NCC(=O)N(CC(=O)NCC2CCCO2)C2CCCC2)cc1 (configuration not stated)	-4	-2	101	-2	102	0	-2	-2	16	100	0
CC(=O)NCCc1csc(-c2ccccc2)n1	-6	-6	99	-6	100	0	0	-3	17	100	-1
N#CCCN(CCC#N)C(=O)c1ccc(Cl)cc1	-7	0	102	9	103	4	2	2	4	102	-2
Cc1ccccc1OCc1csc(N)n1	-1	-2	?	-30	100	-3	-1	-2	13	101	-6
CCOC(=O)c1c(NC(=O)CN(CC)CC)sc2c1CCN(C(=O)OCC)C2	-11	-11	101	-18	104	-9	-6	0	50	101	-11

Ordered by heavy-atom count (ascending): part of the list above
SMILES	Bim-Bcl-XL	Bcl-B Bim block	RGS7-Gao reg	Mcl1-Bid inh	RGS4-Gao reg	Bcl-2 Bim block	Bim-Mcl-1	Bim-Bcl-W	GSH fluor	RGS8-Gao reg	Bfl-1 Bim block
COc1ccc(CNCCCO)cc1OC	-1	4	103	1	101	8	2	7	20	108	3
N#CCCN(CCC#N)C(=O)c1ccc(Cl)cc1	-7	0	102	9	103	4	2	2	4	102	-2
O=[N+]([O-])c1ccccc1CN1CCN(Cc2ccccn2)CC1	0	1	110	59*	110	0	0	-4	20	107	0
CC(C)c1ccc(NC(=O)C2C3C=CC4(CN(Cc5cccnc5)C(=O)C24)O3)cc1 (configuration not stated)	-1	-3	96	-11	96	1	-2	-2	9	96	-5

(further entries)
SMILES	Bim-Bcl-XL	Bcl-B Bim block	RGS7-Gao reg	Mcl1-Bid inh	RGS4-Gao reg	Bcl-2 Bim block	Bim-Mcl-1	Bim-Bcl-W	GSH fluor	RGS8-Gao reg	Bfl-1 Bim block
CCO[C@H]1OC(C(=O)O)=C[C@@H](c2ccc3c(c2)OCO3)[C@@H]1CCCO	-1	-7	97	-6	102	-5	-1	-3	21	99	-5
CC(C)C(=O)Nc1cccc(NC(=S)NC(=O)c2ccccc2Cl)c1	-3	0	98	-55	103	0	-1	0	21	103	0
O=C(CS(=O)(=O)c1cccc(C(F)(F)F)c1)Nc1ccccc1Cl	-5	-13	104	-27	106	-19	-5	4	13	103	-12
CC(C(=O)NC1CCCCCC1)N(c1ccccc1)S(C)(=O)=O (configuration not stated)	-1	-2	92	-4	95	0	-3	-4	16	96	1
CCNC(=O)CCSc1nnc(-c2ccco2)o1	0	-3	97	-22	99	-3	-3	0	12	98	-4
CC1=NCC(C)c2c1[nH]c1ccccc21 (configuration not stated)	0	0	98	9	96	-1	-1	1	12	94	-1
CCOC(=O)CNc1nc(-c2ccncc2)nc2ccccc12	-4	-4	101	-17	102	-10	-3	0	12	99	-4
Cc1cccc(NC(=O)CN(C)S(=O)(=O)c2cccc3nsnc23)c1C	-3	-1	92	6	78	0	0	0	16	87	-1
NC(=O)Cc1nc2scc(-c3ccc(Cl)cc3)c2c(=O)[nH]1	4	2	99	3	106	1	2	1	14	103	3
O=C(O)c1ccc2c3c(cccc13)C(=O)N(OS(=O)(=O)c1ccccc1)C2=O	-5	-4	111	-3	99	-1	1	0	7	99	-7
COc1ccccc1/C=C/C(=O)Nc1ccc2c(c1)OCCO2	-9	-5	91	-11	92	-6	-2	-3	16	95	-11
NC(=O)c1ccccc1NC(=O)/C=C/c1cccc(Cl)c1	0	-4	99	-3	94	-1	-7	-1	20	91	0
O=C(O)c1ccc(/C=N/N2CCN(Cc3ccc(Cl)cc3)CC2)cc1	-1	-2	125	-25	117	-4	-1	-2	12	148*[activator]	-2
CC(c1ccon1)N(C)C(=O)CCc1nnc(Cc2ccc(-c3ccccc3)cc2)o1 (configuration not stated)	-5	-7	97	-2	102	-6	-2	-4	9	99	-8
CCOc1ccc(N(C(C)C(=O)NN=C2CCCCCCC2)S(C)(=O)=O)cc1 (configuration not stated)	-3	-3	102	-2	104	-1	-2	-5	10	117	-1
Cn1cccc1CNC(=O)Nc1ccccc1	-19	-5	95	-33	98	-4	0	0	42	98	-9
COc1ccc(-c2cc(=O)c3cc(C)ccc3[nH]2)cc1	-3	-9	97	21	99	0	-5	-3	17	100	-1
COc1cc2c(cc1OC)C(c1ccc(-c3ccc(Cl)cc3Cl)o1)=NCC2	1	-3	99	13	100	-5	8	5	7	105	-9
Cc1ccc(NC(=O)CSc2nnc(CN3CCOCC3)n2-c2ccccc2)cc1	-1	0	96	-8	98	3	4	0	19	100	1
Cc1csc2ncc(C(=O)NCc3ccccn3)c(=O)n12	-7	-8	102	-21	101	-6	0	-6	15	103	-11
CCOc1ccc(NC(=O)c2sccc2-n2cccc2)cc1	0	0	101	-24	103	-5	0	1	18	101	-1
Cc1ccc(NC(=O)c2ccccc2N(C)S(C)(=O)=O)cc1C	-1	-1	97	-16	98	-2	-2	-1	20	101	0
COc1ccc(N2CCN(C(=O)c3cc4c(-c5cccc(OC)c5)nn(C)c4s3)CC2)cc1	-1	-8	101	-11	101	-9	0	2	23	101	-15
CCn1cc(Br)c(C(=O)NC(=S)Nc2ccc(C(=O)OC)cc2)n1	-5	-7	99	-19	96	0	-5	-5	8	98	-1
CCCCCCC(=O)N/N=C/c1ccco1	-4	-7	99	-10	96	-3	-2	-4	14	102	-17
Additional compounds
SMILES	Bim-Bcl-XL	Bcl-B Bim block	RGS7-Gao reg	Mcl1-Bid inh	RGS4-Gao reg	Bcl-2 Bim block	Bim-Mcl-1	Bim-Bcl-W	GSH fluor	RGS8-Gao reg	Bfl-1 Bim block
Cc1cn2c(-c3ccncc3)nnc2s1	-2	0	99	5	95	0	-2	-1	18	100	-1
Cc1oc(-c2cccs2)nc1CN1CCN(CC(C)C)C(CCO)C1 (configuration not stated)	-4	-6	100	-17	104	-5	0	-4	11	104	-7
COc1cccc(CN2CCNC(=O)C2CC(=O)NCCc2nc(C)c(C)s2)c1OC (configuration not stated)	-4	-4	105	-41	99	1	1	-3	13	102	-4
CC1Cc2ccccc2N1C(=O)c1cc2sccc2n1Cc1ccccc1 (configuration not stated)	-6	-5	98	-56	100	-1	-1	-1	18	100	-12
Cc1ccc(CNC(=O)C(NS(=O)(=O)c2cccc3nsnc23)c2ccccc2)cc1 (configuration not stated)	-4	-5	98	12	97	-5	-4	-5	24	102	-3
COCCCNC(=O)C(C#N)c1nc2ccccc2nc1N1CCCC1 (configuration not stated)	1	-3	103	-7	103	-1	0	-2	16	104	-3
Cn1cc(CCC(=O)NCc2ccc3c(c2)OCO3)c2ccccc21	-3	-8	107	-11	109	-8	-2	-1	20	100	-7
CNCCCc1[nH]nc(N)c1C#N	-3	-3	104	-1	102	-2	-2	-3	17	103	-4
CC1(C)CC2(CC(C)(C)N1)OC(=O)N1CCc3ccccc3C12C (configuration not stated)	-3	-6	101	-33	102	-8	0	1	19	104	-8
CC1(C)Cc2c(c(N3CCCCC3)[nH]c(=S)c2C#N)CS1	-1	-5	100	-38	93	0	0	-2	14	88	2
Oc1ccc(-c2nccc(-c3cccs3)n2)cc1	0	-1	96	-2	99	-3	0	0	27	103	-1
COc1cccc(NC(=O)CN(c2cccc(OC)c2)S(C)(=O)=O)c1	-3	-6	98	0	97	-4	-1	-3	15	101	-6
CCC(C)NCC(=O)Nc1sc2c(c1C(N)=O)CCC2 (configuration not stated)	-1	-5	100	-23	100	-8	0	-1	24	101	-5
COc1ccc(CCNC(=O)C2CC(=O)N(c3ccc(C(C)(C)C)cc3)C2)cc1OC (configuration not stated)	-2	-2	?	-18	99	1	1	0	20	101	-2
O=C(CCCNC(=O)/C(=C\c1ccccc1F)NC(=O)c1ccccc1)OCc1ccccc1	0	-2	103	-8	99	-2	0	0	15	103	-8
Cc1nn2c(SCC(=O)c3cccs3)cc(C(C)(C)C)nc2c1-c1ccccc1	-13	-11	97	-20	96	-11	-5	-6	18	98	-18
Cc1cc(/C=N/NC(=O)c2cccc([N+](=O)[O-])c2)c(C)n1-c1ccccc1	-1	-1	104	-13	103	3	-1	2	25	106	4
CCOc1cc(N2CCOCC2)c(OCC)cc1NC(=O)COC(=O)c1cc2ccccc2cc1O	-1	-2	103	-9	105	7	-1	-2	4	106	6
Nc1ccc(Oc2cccc(Oc3ccc(N)cc3)c2)cc1	-2	0	102	-37	92	-1	0	0	11	94	-3
CCOC(=O)C1(Cc2ccccc2)CCN(Cc2cn[nH]c2-c2ccccc2)CC1	-1	-3	104	5	104	0	7	-3	9	114	1
